Bioassay records (PubChem)
EPAC2 agonist – qHTS for Agonist of cAMP-regulated guanine nucleotide exchange factor 4 (EPAC2): primary screen; Rap guanine nucleotide exchange factor 4 (Homo sapiens), Q8WZA2; EPAC2 activation, biochemical qHTS; response scale: 100% = 6.5 mM cAMP response; Potency, µM (series often up to 154 µM), for inactives: at the top dose activation, usual class: activators; 360,000 tested, 0.079% active; AID 720711, 2013; note: potency is the fitted concentration of half-maximal effect; nearly all actives have a fitted effect of over 50% in size
Target sequence (Q8WZA2 whole entry, looked up): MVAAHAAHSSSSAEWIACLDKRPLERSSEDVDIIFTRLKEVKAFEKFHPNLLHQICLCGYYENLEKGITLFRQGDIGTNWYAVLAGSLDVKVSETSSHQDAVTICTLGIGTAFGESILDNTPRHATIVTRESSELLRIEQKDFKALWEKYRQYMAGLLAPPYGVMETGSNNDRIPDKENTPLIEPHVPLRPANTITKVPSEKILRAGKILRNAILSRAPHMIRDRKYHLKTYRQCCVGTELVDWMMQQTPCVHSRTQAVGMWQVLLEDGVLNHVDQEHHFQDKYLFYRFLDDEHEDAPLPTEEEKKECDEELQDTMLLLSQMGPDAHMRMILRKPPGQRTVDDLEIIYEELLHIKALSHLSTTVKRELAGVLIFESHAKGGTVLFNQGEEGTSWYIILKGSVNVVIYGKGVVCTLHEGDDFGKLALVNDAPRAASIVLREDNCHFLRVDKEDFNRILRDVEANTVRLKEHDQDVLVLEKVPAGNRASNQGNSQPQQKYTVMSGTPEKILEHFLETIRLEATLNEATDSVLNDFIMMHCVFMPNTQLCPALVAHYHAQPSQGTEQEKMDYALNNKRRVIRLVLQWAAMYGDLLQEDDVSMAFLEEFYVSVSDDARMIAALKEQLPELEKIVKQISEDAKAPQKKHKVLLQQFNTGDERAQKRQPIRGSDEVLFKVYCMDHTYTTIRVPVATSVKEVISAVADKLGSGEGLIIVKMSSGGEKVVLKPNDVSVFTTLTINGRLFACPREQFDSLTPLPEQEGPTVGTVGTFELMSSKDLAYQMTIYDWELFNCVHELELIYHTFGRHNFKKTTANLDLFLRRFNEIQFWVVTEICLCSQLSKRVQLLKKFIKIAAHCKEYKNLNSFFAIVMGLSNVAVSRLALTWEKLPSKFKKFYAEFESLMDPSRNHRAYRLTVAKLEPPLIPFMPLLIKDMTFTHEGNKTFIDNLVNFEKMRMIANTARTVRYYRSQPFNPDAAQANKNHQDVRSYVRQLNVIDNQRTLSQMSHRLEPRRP
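Nucleotide exchange monitored as fluorescence drop when BODIPY-GDP leaves Rap1B. Reaction: 100 nM EPAC2, 250 nM RAP1B-BODIPY-GDP, 50 uM GDP, room temperature, kinetic read over 30 min. Activity expressed relative to 6.5 mM cAMP.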
pAkt inh – HTS Assay for Inhibitors of Akt Phophorylation: Primary Screen; activity change, % for hits at 50 µM; 360,000 tested, 0.32% active; Neuro2A IGF-stimulated pAkt S473 HTRF, 20 min; hits give low values; in the data active = activity change below about -80%; inconclusive = mostly about -51% to -80%; note: % is set by controls: 0 for no effect and ±100 for the full control effect
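Neuro2A cells in DMEM with 0.5% FBS, overnight at 37 deg C, given compound at single 50 µM final, then IGF (6 nM final) for 20 min at 37 deg C. Lysed; phospho-Akt Ser473 by HTRF after 24 h, 665/615 ratio.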
MmCpn inh – Inhibitors of TCP-1 ring complex (TRiC) of Methanococcus maripaludis (MmCpn): qHTS. purified Mm-Cpn ATPase, ADP Transcreener TR-FRET. Chaperonin Mm-Cpn (Methanococcus maripaludis). AID 504842, 2011. Potency, µM (titrated, usually from 76.9 µM), without a hit: at the top dose activity, negative = inhibition, usual class: inhibitors. 330,000 tested, 0.031% active; note: potency is the fitted concentration of half-maximal effect; % is set by controls: 0 for no effect and ±100 for the full control effect; nearly all actives have a fitted effect of over 80% in size
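ATP (10 uM final) was added to archaeal chaperonin (25 nM final) after 10 min exposure to test compound at 37°C; after 30 min further incubation, ADP was detected by competitive TR-FRET.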
Nrf2 activator – qHTS of Nrf2 Activators | AREc32 ARE-luciferase reporter (MCF7-derived line), luminescence, 24 h | Potency, µM (titrated, usually from 46.1 µM), for the others: top-dose activation, actives largely listed as activators | 410,000 tested, 0.31% active; note: potency is the fitted concentration of half-maximal effect; % of control where 0% means no effect; nearly all actives have a fitted effect of over 65% in size
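Cells of the AREc32 ARE-luciferase line are plated in OPTI-MEM containing 5% FBS and left overnight at 37 deg C. Compounds are pinned in, incubation continues 24 hr, and firefly luciferase signal is then measured.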
TGFb inhibitor – qHTS for Inhibitors of TGF-b | HepG2 CAGA-GFP TGF-b/SMAD3 reporter, GFP fluorescence, 18 h; TGF-beta stimulated, 500 pg/mL final | Potency, µM (highest dose often 46.1 µM), for inactives: at the top dose activity, negative = inhibition, hits mostly inhibitors | 410,000 tested, 1.2% active; note: potency is the fitted concentration of half-maximal effect; % is set by controls: 0 for no effect and ±100 for the full control effect; nearly all actives have a fitted effect of over 65% in size
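Inhibition of TGF-beta-driven CAGA-GFP reporter expression in HEPG2 cells is measured by cellular GFP fluorescence after 18 h stimulation with 500 pg/mL recombinant TGF-beta in 1% FBS medium at 37 degrees C.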
A549 tox – Nrf2 qHTS screen for inhibitors: counterscreen for cytotoxicity; A549 ARE-Fluc cells, CellTiter-Fluor viability, 18-24 h; Potency, µM (doses to about 46 µM), for inactives: top-dose activity change, negative = cytotoxicity, most hits filed as inhibitors; 390,000 tested, 0.16% active; AID 504648, 2011; note: potency is the fitted concentration of half-maximal effect; % is set by controls: 0 for no effect and ±100 for the full control effect
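Cytotoxicity counterscreen: CellTiter-Fluor fluorescence was measured in A549 ARE_Fluc cells after 18-24 h of compound exposure in a concentration series. The subsequent BugLite luminescent read reports ARE-luciferase activity.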
CCT chaperon mod – High-Throughput Screening for Modulators of Cytosolic Chaperonin Activity; purified chaperonin ATPase assay, HTRF ADP detection, 30 min; activity change, % (no concentration beside the values), hits read low; 360,000 tested, 0.3% active; AID 651819, 2012; in the data active = activity change below about -30%; note: % is set by controls: 0 for no effect and ±100 for the full control effect
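Nucleotide hydrolysis assay: TRiC at 20–40 nM final (set by batch activity) with 10 uM ATP, 30 min at 37 °C, in presence of 76 uM compound. Detection by competitive ADP HTRF, 30 min ambient.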
Nrf2 block – Nrf2 qHTS screen for inhibitors; A549 ARE-Fluc reporter, luciferase luminescence, 18-24 h; AID 504444, 2011; 360,000 tested, 2.1% active; Potency, µM (top dose mostly 46 µM), without a hit: at the highest dose activity change, negative = inhibition, most hits filed as inhibitors; note: potency is the fitted concentration of half-maximal effect; % is set by controls: 0 for no effect and ±100 for the full control effect; nearly all actives have a fitted effect of over 60% in size
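Nrf2 function is reported as luminescence of an ARE-controlled luciferase in A549 cells. Compounds were tested at several concentrations, and a CellTiter-Fluor read on the same wells flagged cytotoxicity.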
EPAC2 antag – qHTS for Antagonist of cAMP-regulated guanine nucleotide exchange factor 2 (EPAC2): primary screen. EPAC2 GEF exchange of Rap1B-BODIPY-GDP, fluorescence. Potency, µM (titrated, usually from 114 µM), for inactives: top-dose activity, negative = inhibition, hits mostly inhibitors. 360,000 tested, 0.18% active; note: potency is the fitted concentration of half-maximal effect; % is set by controls: 0 for no effect and ±100 for the full control effect; nearly all actives have a fitted effect of over 45% in size; many of its hits are not listed in these tables
An asterisk follows results filed as active; i = inactive; ? = inconclusive; . = no result given; & = joins results of further samples; [ ] = remark or other dose. Unless noted, calls come from the whole dose curve; as a rule, active = well fitted curve in the direction sought with a large enough effect; inconclusive = small, poorly fitted or top-dose-only effect, or another doubt; inactive = no such curve, though single readings can be large; an effect the other way counts as inactive or inconclusive.

SMILES	EPAC2 agonist	pAkt inh	MmCpn inh	Nrf2 activator	TGFb inhibitor	A549 tox	CCT chaperon mod	Nrf2 block	EPAC2 antag
COc1ccc(-c2nc(N)n(C(=O)Cc3ccccc3)n2)cc1	2%	i	1%	-0.9%	-23%	-1%	-0.3	-26%	-2%
O=C(c1c(Cl)cccc1Cl)N1CCCCCC1	2%	i	0%	-0.3%	15%	0%	-0.6	.	10%
CC1(C)CC(=O)C=C(NC2CCCCCC2)C1	0%	i	0%	-0.3%	1%	0%	-2.2	4%	1%
CC[n+]1ccc(/C=C/c2c[nH]c3ccccc23)cc1	100µM*	i	-2%	4.7%	120%[activator]	?	-2.3	1.3µM*	45%[activator]
CC(=O)N1CCN(C(=O)c2ccccc2NS(=O)(=O)c2ccc(F)cc2)CC1	8%	i	2%	-1.1%	0%	7%	-0.9	8%	1%
Cn1nc(C(=O)NC2CCCN(Cc3ccccc3F)C2)c2ccccc2c1=O (stereo not given)	4%	i	2%	2.5%	0%	-18%	-3.5	-15%	9%
CC(=O)C1=C(O)C(=O)N(c2ccc(S(N)(=O)=O)cc2)C1c1cccc([N+](=O)[O-])c1 (stereo not given)	1%	i	?	-0.7%	0%	0%	-1.1	1%	-1%
CCCC1Cc2c(sc(N)c2C#N)CO1 (stereo not given)	-7%	i	0%	-1.1%	3%	-3%	-2.6	-18%	-5%
Cc1ccc(-c2nc3ccccc3c(=O)n2NC(=O)COc2ccccc2)cc1	-2%	i	-1%	6.5%	-9%	1%	0.3	1%	12%
CCc1nc2c(oc3ccccc32)c(=O)[nH]1	-21%	i	0%	2.5%	6%	3%	-5.2	?	6%
O=c1cc(-c2ccc(O)cc2)oc2c1ccc1ccccc12	-4%	i	2%	0.3%	1%	-8%	-2.2	?	7%
O=C(c1cccnc1)N1CCN(c2ccc([N+](=O)[O-])cc2Cl)CC1	11%	i	-1%	-0.2%	-18%	-3%	0.0	4%	6%
Cc1ccc(NC(=O)CNc2ccccc2N2CCCC2=O)cc1S(=O)(=O)N1CCCCC1	1%	i	1%	0.0%	-14%	-7%	0.2	?	-3%
Cc1cccc(-n2ccnc2CN2CCN(C3CCCC3)C(CCO)C2)c1 (stereo not given)	2%	i	1%	-0.3%	10%	10%	-2.7	-1%	-5%
COc1ccc(C)cc1S(=O)(=O)N1CCC(C(=O)NCCc2ccccc2)CC1	10%	i	0%	-0.3%	?	3%	-1.0	7%	8%
COC(=O)c1cc(NC(=O)COC(=O)CN2C(=O)C3CC=CCC3C2=O)cc(C(=O)OC)c1 (stereo not given)	0%	i	1%	0.2%	2%	-6%	0.0	3%	-4%
CN=C1N(C)C[C@@H]2[C@@H]3C(=O)N(C)C(=O)[C@@H]3[C@](Cc3ccccc3)(C(=O)OC)N12	5%	i	4%	-0.5%	11%	2%	-0.3	23%	2%
Cc1ccc(C(C)C)c(OCC(=O)NNC2=CC(=O)CC(C)(C)C2)c1	3%	i	1%	2.5%	-18%	1%	1.4	-9%	13%
COc1ccc(NC(=O)CSc2nc3[nH]ncc3c(=O)[nH]2)c(OC)c1	-2%	i	3%	-0.4%	-20%	0%	-0.3	9%	-2%
COC(=O)C1=C(C)Nc2nnnn2C1c1cccs1 (stereo not given)	3%	i	0%	-0.1%	-1%	2%	-0.1	5%	8%
COc1ccccc1Nc1nnc(SCC(=O)N2CCCC2)s1	5%	i	1%	0.5%	-2%	0%	-1.8	13%	-1%
COC(=O)c1[nH]c2cc(C)ccc2c1NC(=O)CN1CCCc2ccccc21	7.9µM*	.	-10%	21%	0%	-19%	1.8	?	0%
CCOC(=O)C1(C(=O)OCC)NC(=O)CC1C(C)C (stereo not given)	0%	i	.	-0.3%	16%	5%	-5.5	0%	7%
CC(=O)c1ccc(NC(=O)Nc2sc3nc4n(c(=O)c3c2C)CCC(C)CC4)cc1 (stereo not given)	.	.	.	3.2%	0%	-3%	.	4%	.
Cc1ccc(C(=O)Nc2ccc3c(c2)OCCO3)cc1S(=O)(=O)N1CCOCC1	19%	i	0%	25%	2%	1%	0.0	?	-1%
COC(=O)CSc1nnc(CNC(=O)c2ccc(S(=O)(=O)N3CCOCC3)cc2)n1C	7%	i	-1%	0.3%	1%	11%	0.6	4%	-3%
CSc1cccc(NC(=S)NC(=O)c2cccnc2)c1	-2%	i	0%	3.0%	-27%	?	0.7	19%	-12%
COc1ccccc1N1CCN(C(=O)CCCCCn2c(=S)[nH]c3cc4c(cc3c2=O)OCO4)CC1	1%	i	.	-0.7%	-4%	.	2.2	.	6%
CCOC(=O)N1CCN(CC(=O)Nc2c(C(=O)OC)[nH]c3cccc(Cl)c23)CC1	-4%	i	-2%	4.1%	6%	3%	1.8	.	-16%
CN(C)c1cccc(Nc2ccc(-c3ccc(OC(F)(F)F)cc3)cn2)c1	0%	i	.	5.3%	32%	.	-1.8	.	-3%
Cc1cccc(NC(=O)C2CCN(c3cnccn3)CC2)c1	.	.	.	0.6%	?	-2%	.	3%	.
Cc1cc(C)cc(NC(=S)NCc2ccncc2)c1	14%	i	0%	0.0%	-10%	6%	-10	2%	-1%
CN=c1oc2ccc(Cl)cc2cc1C(N)=O	-2%	i	0%	0.2%	-14%	1%	-1.3	6%	2%
CCOC(=O)C1(Cc2cccc(OC)c2)CCCN(C(=O)c2ccccc2C)C1 (stereo not given)	3%	i	3%	5.0%	-18%	-14%	0.0	?	-7%
O=C1C=C(c2ccc3ccccc3c2)C[C@@H](c2ccc(F)cc2)C1	12%	i	3%	-0.4%	?	2%	-1.9	?	-9%
CCOC(=O)[C@@H]1[C@H]2COc3ccc(Br)cc3[C@H]2N2C(=O)N(c3cccc(Cl)c3)C(=O)[C@]12C	19%	i	0%	-0.4%	2%	6%	0.0	8%	-6%
COc1ccc2c(c1)c1nnc(SC)nc1n2C	5%	i	3%	?	6%	-5%	-29	0%	7%
Cc1cc(N=CC2=C(O)CCCC2=O)no1	-1%	i	1%	-0.7%	-13%	0%	-1.8	8%	10%
Cc1ccccc1-c1nc(-c2ccc(NC(=O)c3cccs3)cc2)no1	16%	i	-6%	4.4%	3%	-1%	0.3	?	0%
Cc1ccc(C(=O)Nc2cccc(C(F)(F)F)c2)cc1NC(=O)c1ccno1	7%&8%	i	5%	-1.1%&-0.9%	14%&-5%	-7%	-0.1&-1.4	?	-3%&0%
CC(C)c1ccc([C@@H]2O[C@H](C)CC3=C2C(=O)OC(C)(C)O3)cc1	0%	i	.	-0.8%	.	.	0.6	.	-15%
CCOC(=O)N1CCC(N2C(=O)c3ccccc3C2Nc2cccnc2)CC1 (stereo not given)	-2%	i	3%	0.9%	4%	-6%	1.1	-5%	-2%
O=C(COC(=O)COc1ccc(Cl)cc1)NCc1cccs1	2%	i	0%	-0.5%	-13%	1%	2.6	7%	9%
Cc1ccsc1C(=O)NCCc1c[nH]c2ccccc12	8%	i	3%	0.6%	0%	-1%	-0.7	8%	-6%
CCOC(=O)c1c(C)[nH]c(C(=O)OCC(=O)Nc2cc(C)c(Cl)cc2OC)c1C	-5%	i	0%	0.4%	2%	-4%	-1.2	?	3%
COc1cc2cc(Oc3ccc4ccc(=O)oc4c3)c(=O)oc2cc1OC(C)=O	5%	i	.	-0.7%	29%	0%	-2.2	8%	1%
COc1ccccc1OC(C)C(=O)Nc1ccc(S(=O)(=O)Nc2nccs2)cc1 (stereo not given)	0%	i	-1%	-0.4%	8%	-8%	2.2	?	-15%
CCCCNC(=O)/C(C#N)=C/c1cccnc1	6%	i	0%	2.8%	-18%	?	0.5	?	-7%
CCCC(=O)NC(=S)Nc1ccc(N2CCN(C(=O)c3cccs3)CC2)cc1	8%	i	2%	0.0%	?	-17%	0.3	15µM*	13%
COc1ccc(C(=O)NCc2ccc(S(N)(=O)=O)cc2)cc1[N+](=O)[O-]	2%	i	-1%	1.9%	-13%	0%	-1.2	8%	-6%

An excerpt of these results, comma-delimited.
smiles,EPAC2 agonist,pAkt inh,MmCpn inh,Nrf2 activator,TGFb inhibitor,A549 tox,CCT chaperon mod,Nrf2 block,EPAC2 antag
CCOC(=O)[C@@H]1[C@H]2COc3ccc(Br)cc3[C@H]2N2C(=O)N(c3cccc(Cl)c3)C(=O)[C@]12C,19%,i,0%,-0.4%,2%,6%,0.0,8%,-6%
Cc1ccc(-c2nc3ccccc3c(=O)n2NC(=O)COc2ccccc2)cc1,-2%,i,-1%,6.5%,-9%,1%,0.3,1%,12%
Cn1nc(C(=O)NC2CCCN(Cc3ccccc3F)C2)c2ccccc2c1=O (stereo not given),4%,i,2%,2.5%,0%,-18%,-3.5,-15%,9%
CC(=O)C1=C(O)C(=O)N(c2ccc(S(N)(=O)=O)cc2)C1c1cccc([N+](=O)[O-])c1 (stereo not given),1%,i,?,-0.7%,0%,0%,-1.1,1%,-1%

(further entries)
SMILES	EPAC2 agonist	pAkt inh	MmCpn inh	Nrf2 activator	TGFb inhibitor	A549 tox	CCT chaperon mod	Nrf2 block	EPAC2 antag
O=C(/C=C/c1ccc(Br)cc1)NC(=S)NNC(=O)c1ccco1	1%	i	-4%	0.0%	-7%	-19%	1.0	?	20%
CN(Cc1c(C(=O)N/N=C/c2ccc(O)cc2)nnn1-c1nonc1N)c1ccccc1	-9%	i	0%	0.4%	-6%	2%	0.3	8%	11%
C/C(CC(=O)Nc1ccccn1)=N\NC(=O)c1ccc2ccccc2c1	0%	i	-1%	-1.1%	-11%	-5%	-0.7	2%	5%
CN(c1ccc(F)cc1)S(=O)(=O)c1ccc(Cl)c(C(=O)NCc2ccco2)c1	1%	i	1%	-0.6%	-14%	-1%	-3.4	5%	-17%

These rows are one share of the data, so the mix of outcomes need not match the whole.
